Assay outcomes as filed in PubChem.
Mito fusion act: mitochondrial division inhibition or fusion activation; 320,000 tested, 0.23% active; Potency, µM (series often up to 46.1 µM), without a hit: top-dose growth rescue (activation), hits mostly activators; AID 485298; S. cerevisiae fusion-defective mutant growth rescue, CellTiterGlo 48 h;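 also: potency is read from the fitted curve at half-maximal effect; % of control where 0% means no effect; nearly all actives have a fitted effect of over 45% in size; temperature-sensitive fusion mutants such as fzo1-1 at 37 °C on non-fermentable ethanol glycerol medium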
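S. cerevisiae fusion-defective temperature-sensitive mutants (e.g. fzo1-1, mgm1-5) grown 48 h at 37C in YPEG (ethanol/glycerol non-fermentable) medium with 23 nl compound per well; growth rescue read as CellTiterGlo luminescence.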
Menin-MLL TR inh: menin-MLL binding inhibition, Texas Red mutant peptide; 270,000 tested, 0.23% active; Potency, µM (top dose mostly 61.6 µM), without a hit: at the top dose FP activity change, negative = inhibition, actives largely listed as inhibitors; Menin + Texas Red MLL mutant peptide, fluorescence polarization; O00255; active = well fitted inhibition curve with a large enough effect in the polarisation, with a control signal flat, not every such curve was filed as active; inconclusive = small, poorly fitted or top-dose-only effect, or effect the other way, or a change in a side signal; inactive = no such curve, though single readings can be large or run the other way; the % refers to the polarisation; also: potency is read from the fitted curve at half-maximal effect; % of control where 0% means no effect; many of its hits are not listed in these tables
S-ASM inh: human S-ASM enzyme inhibition | 340,000 tested, 0.006% active | P17405 | AID 504937 | placental ASM, HMU-PC fluorogenic substrate, 60 min | Potency, µM (titrated, usually from 57.5 µM), inactives show top-dose activity change, negative = inhibition, usual class: inhibitors; also: potency is read from the fitted curve at half-maximal effect
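Human placenta-derived ASM enzyme was preincubated with compound for 10 minutes at room temperature, then given fluorogenic substrate HMU-PC0 (9 uM final) for 60 minutes at 37 °C; a pH 10 stop preceded fluorescence reading at Ex 386/Em 447 nm.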
MLL CXXC-DNA inh: inhibitors of human MLL CXXC domain-DNA interaction | 290,000 tested, 0.037% active | Q03164 | Potency, µM (series often up to 115 µM), for the others: at the highest dose activity change, negative = inhibition, most hits filed as inhibitors | MLL-CXXC / FITC-HOXA9 DNA fluorescence polarization; active = well fitted inhibition curve with a large enough effect in the polarisation, with a control signal flat, not every such curve was filed as active; inconclusive = small, poorly fitted or top-dose-only effect, or effect the other way, or a change in a side signal; inactive = no such curve, though single readings can be large or run the other way; the % refers to the polarisation; also: potency is read from the fitted curve at half-maximal effect
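Steps: dispense CXXC domain solution (7 uM) → pin compounds or unlabeled HOX-A9 DNA control → 5 min ambient → add FLSN-HOX-A9 solution (50 nM) → spin → 30 min ambient → fluorescence polarization. Tris pH 7.5/NaCl/DTT/BSA buffer.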
TSHR antag: antagonists of human thyroid stimulating hormone receptor; P16473; TSHR-expressing cells, TSH-stimulated cAMP HTRF, 2 h; stronger effect = lower value; activity change, negative = inhibition, % at 11.5 µM; 330,000 tested, 0.2% active;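 active = activity change below a set negative limit, meaning inhibition stronger than a set level, cut at about -70% in these data; inconclusive = activity change between two set negative limits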; also: % is scaled to controls: 0 for no effect and ±100 for the full control effect
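Antagonism was scored as loss of TSH-driven cAMP in TSHR cells, stimulated with 4nM TSH (EC80) for 2 hours at 37 deg C and detected by homogeneous HTRF competition immunoassay.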
TCR activator: T cell receptor activation; 330,000 tested, under 10 active; Potency, µM (doses to about 9.22 µM), inactives show at the top dose activation of IL-2 secretion, most hits filed as activators; primary human leukocytes, anti-CD3, IL-2 HTRF, 48 h; also: % of control where 0% means no effect
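Human primary leukocytes + a-CD3 beads + cpd, 48 hr; IL-2 in supernatant by HTRF (ex 320nm / em 665nm). No co-stimulatory signal supplied.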
MBNL1 CUG block: inhibitors of human MBNL1 binding to CUG repeat RNA; AID 2675; Potency, µM (top dose mostly 57.5 µM), without a hit: top-dose activity change, negative = inhibition, actives largely listed as inhibitors; Q9NR56; TR-FRET MBNL1-His/biotin-(CUG)12 binding, 665/545 ratio; 280,000 tested, 0.036% active; active = well fitted inhibition curve with a large enough effect in the signal ratio, with a control signal flat, not every such curve was filed as active; inconclusive = small, poorly fitted or top-dose-only effect, or effect the other way, or a change in a side signal; inactive = no such curve, though single readings can be large or run the other way; the % refers to the signal ratio; also: potency is read from the fitted curve at half-maximal effect; % is scaled to controls: 0 for no effect and ±100 for the full control effect
Target sequence (Q9NR56 whole entry, looked up): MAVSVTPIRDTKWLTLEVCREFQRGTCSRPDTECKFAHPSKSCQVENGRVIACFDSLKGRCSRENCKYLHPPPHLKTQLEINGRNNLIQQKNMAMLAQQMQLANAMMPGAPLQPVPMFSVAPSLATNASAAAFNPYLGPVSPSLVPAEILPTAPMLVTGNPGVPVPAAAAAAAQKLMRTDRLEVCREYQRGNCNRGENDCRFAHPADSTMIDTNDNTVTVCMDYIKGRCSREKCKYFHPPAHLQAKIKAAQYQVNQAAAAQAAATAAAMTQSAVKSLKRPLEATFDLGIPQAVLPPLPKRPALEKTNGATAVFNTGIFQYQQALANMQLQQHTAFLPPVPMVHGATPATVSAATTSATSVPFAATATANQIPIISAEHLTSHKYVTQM
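Ratiometric TR-FRET (665 over 545 nm, excitation 340 nm) tracks disruption of MBNL1-His/biotin-(CUG)12 complex after 60 min at room temperature, with compounds at 92 nM to 58 uM final.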
AT treatment: potential ataxia-telangiectasia treatments restoring KAP-1 phosphorylation; Potency, µM (top dose mostly 57.5 µM), for inactives: at the top dose activation, usual class: activators; 320,000 tested, 0.19% active; […] A-T fibroblasts, KAP-1 phosphorylation AlphaLISA; neocarzinostatin DNA damage 30 min before lysis; also: potency is read from the fitted curve at half-maximal effect; % of control where 0% means no effect; nearly all actives have a fitted effect of over 45% in size
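hTERT-immortalized A-T patient fibroblasts ([…]), 500 cells/well in OPTI-MEM, 1% FBS, got compounds for 60 min, then NCS for 30 min at 37C. Lysates were then assayed for phospho-KAP-1 by AlphaLISA (anti-pKAP1 donor, anti-KAP1 acceptor beads), 6 hr at 25C.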
PTAP TSG101 blk: blocks PTAP/TSG101 interaction to inhibit HIV-1 budding; AID 493005; Q99816; Fluorescence polarization, FITC-PTAP peptide / Tsg101 binding; 340,000 tested, under 10 active; Potency, µM (highest dose often 115 µM), inactives show top-dose activity change, negative = inhibition, hits mostly inhibitors; active = well fitted inhibition curve with a large enough effect in the main read-out, with a control signal flat, not every such curve was filed as active; inconclusive = small, poorly fitted or top-dose-only effect, or effect the other way, or a change in a side signal; inactive = no such curve, though single readings can be large or run the other way; also: potency is read from the fitted curve at half-maximal effect; % of control where 0% means no effect
Target sequence (Q99816 whole entry, looked up): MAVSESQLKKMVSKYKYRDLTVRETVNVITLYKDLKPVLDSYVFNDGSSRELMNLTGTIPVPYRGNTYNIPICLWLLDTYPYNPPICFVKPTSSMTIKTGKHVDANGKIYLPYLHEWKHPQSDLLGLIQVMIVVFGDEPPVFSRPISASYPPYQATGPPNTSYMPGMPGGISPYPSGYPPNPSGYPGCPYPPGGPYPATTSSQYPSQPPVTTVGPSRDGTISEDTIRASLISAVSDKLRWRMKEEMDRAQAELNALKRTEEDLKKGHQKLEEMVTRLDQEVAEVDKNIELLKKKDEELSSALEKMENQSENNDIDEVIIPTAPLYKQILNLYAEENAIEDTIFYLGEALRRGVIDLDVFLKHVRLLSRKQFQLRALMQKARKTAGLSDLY
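FP read-out: FITC-PTAP peptide, 50 nM final, binding Tsg101 binding domain, 10 uM final; 20 min, r.t.; 10 mM HEPES pH 7.5, 0.15 M NaCl, 0.01% Tween 20, 3 mM EDTA, 0.1 mM TCEP.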
Integrin act MD: activates integrin-mediated alleviation for muscular dystrophy | 350,000 tested, 0.064% active | alpha7betagal myoblasts, beta-gal FDG fluorescence, 48 h | AID 624291 | Potency, µM (doses to about 38.3 µM), for inactives: at the top dose activation, most hits filed as activators;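 also: potency is read from the fitted curve at half-maximal effect; 100% = response of the positive control SU9516; nearly all actives have a fitted effect of over 60% in size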
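alpha7betagal+/- myoblasts (passage 13, 250/well) treated 48 h at 37C with compounds at 1:260 dilution of DMSO stock. Lysed, then beta-galactosidase activity read as FDG fluorescence (ex 480/em 540) after 30 min, with pre-read for autofluorescence.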
Numbers without * were called inactive; ? = inconclusive; nt = no result given; & = joins results of further samples; [ ] = dose if it differs, or a comment. Unless noted, calls follow the shape of the dose curve; as a rule, active = well fitted curve in the direction sought with a large enough effect; inconclusive = small, poorly fitted or top-dose-only effect, or another doubt; inactive = no such curve, though single readings can be large; an effect the other way counts as inactive or inconclusive. Only part of the results is shown. The share of hits here may be higher or lower than overall.

SMILES | Mito fusion act | Menin-MLL TR inh | S-ASM inh | MLL CXXC-DNA inh | TSHR antag | TCR activator | MBNL1 CUG block | AT treatment | PTAP TSG101 blk | Integrin act MD
CCOC(=O)c1ccc(NC(=O)c2ccccc2)cc1 | 8% | 8% | -1% | 3% | 0 | -1% | 3% | 6% | -8% | 16%
CC(=O)c1cccc(NC=C2C(=O)OC3(CCCCC3)OC2=O)c1 | -1% | -17% | -1% | 15% | -5 | 4% | -6% | 1% | -1% | -5%
O=[N+]([O-])c1cccc(Nc2nc(Cl)nc(Cl)n2)c1 | 4% | 23% | 2% | -2% | 20 | -4% | ? | -2% | 0% | -1%
CCc1nnc(NC(=O)c2nc3nc(C)cc(C)n3n2)s1 | 9% | nt | 1% | -16% | 9 | 9% | -3% | 7% | -2% | 30%
CCOc1ccccc1NC(=O)CC1NCCNC1=O (configuration not stated) | -1% | 20% | 2% | -14% | 19 | 0% | -6% | -1% | -6% | 0%
O=C(N1CCCC1)C(F)(F)Oc1ccc(F)cc1 | -1% | 2% | 2% | 10% | 4 | -3% | 3% | -2% | -3% | -27%
COc1cc(-c2cc(C(F)(F)F)n3ncc(C(=O)O)c3n2)cc(OC)c1OC | 0% | -8% | 5% | -2% | -3 | -3% | ? | -1% | 1% | 13%
O=C(NCCc1c[nH]c2ccccc12)/C(=C/c1cccnc1)NC(=O)c1ccco1 | 7% | -11% | 16% | -7% | 11 | -7% | -2% | 7% | -8% | 17%
CSc1nc(C)c2c(n1)OC(CN1C(=O)c3ccccc3C1=O)C2 (configuration not stated) | 0% | 1% | nt | -3% | -1 | nt | -4% | -6% | nt | nt
CS(=O)(=O)N1CCN(c2ccc(NC(=O)c3ccc([N+](=O)[O-])o3)cc2)CC1 | 5% | 8% | -1% | 0% | 0 | -4% | ? | -6% | 0% | -77%[inhibitor]
CN(C)CCCn1c(=S)[nH]c2sc3c(c2c1=O)CCCC3 | -10% | -21% | 78%[activator] | 0% | -1 | -6% | 3% | -15% | 1% | 14%
CC(=O)N/N=C/c1cc([N+](=O)[O-])ccc1OCCOc1ccccc1 | 4% | 10% | 2% | -10% | -2 | 0% | 0% | 5% | -3% | 11%
Cc1c(NS(=O)(=O)c2cc(C(=O)NCc3ccco3)cc(Cl)c2Cl)c(=O)n(-c2ccccc2)n1C | 10% | nt | 5% | nt | 7 | 5% | nt | -2% | -9% | 6%
Cc1cccc(C)c1NS(=O)(=O)c1ccc(-c2ccc(=O)[nH]n2)o1 | -8% | -12% | -3% | 2% | 10 | 3% | ? | 3% | -2% | -9%
COc1ccc(NC(=O)c2c3c(nc4ccccc24)CCC3)cc1 | 0% | 32%[activator] | -1% | 17% | -5 | -3% | 0% | -3% | -7% | 2%
CC1CN(S(=O)(=O)c2cccc3nsnc23)CC(C)O1 (configuration not stated) | 0% | 14% | -1% | -2% | -10 | -8%[46.1 µM] | ? | -5% | 1% | 12%
CC1=NN(c2ccc(C)cc2)C(=O)/C1=C\C=C\c1ccccc1 | nt | 11% | -23% | 3% | 19 | 2%[46.1 µM] | -15%[11.5 µM] | 0% | -6% | -69%[inhibitor]
CCCCOC(=O)N1CCOCCOCCN(C(=O)OCCCC)CCOCCOCC1 | 1% | -7% | -2% | 3% | -13 | -10% | -5% | 10% | -5% | -5%
COc1ccc(C(=O)NCC(=O)OCc2ccc(F)cc2Cl)cc1OC | -6% | -13% | -5% | 3% | -3 | 7%[46.1 µM] | -10% | 0% | -4% | 3%
O=C(COC(=O)c1ccccc1Oc1ccccc1)NCc1ccco1 | 5% | 2% | -6% | 13% | -5 | -1% | 0% | 1% | -7% | -11%
CN1C(=O)NC(NC(=O)C2CCCCC2)(C(F)(F)F)C1=O (configuration not stated) | 1% | 6% | 0% | -1% | 4 | -3% | -6% | 4% | -2% | 4%
Cc1sc2ncnc(SCC(=O)N(C)C3CCS(=O)(=O)C3)c2c1C (configuration not stated) | -2% | 0% | -1% | -3% | 6 | nt | -1% | 5% | -6% | 3%
CCNc1cc(S(=O)(=O)C(F)(F)F)ccc1N | 4% | 7% | 1% | 10% | -1 | 5%[46.1 µM] | ? | 5% | 0% | -15%
O=C(c1ccco1)N1CCN(c2ncnc3scc(-c4cccs4)c23)CC1 | 16% | -27% | -2% | 7% | -6 | nt | 13% | 9% | -13% | -10%[7.66 µM]
CC(C)NC(=O)NC(=O)COC(=O)c1ccccc1O | -1% | 10% | 0% | 3% | -6 | -3% | -3% | 8% | -3% | 18%
CCCCOc1ccc(C(=O)NN2C(=O)NC3(CCCCC3)C2=O)cc1OC | -5% | nt | 2% | nt | 1 | 2% | nt | -7% | -2% | -11%
COc1ccc(OCC(=O)NNC(=O)CCc2ccccc2)cc1 | -1% | 9% | 5% | -5% | -7 | -6% | -5% | 0% | 1% | -32%
CC(=O)C[C@H](O)CC(=O)[C@H]1OC(=O)[C@H](C)C/C=C\Cc2ccccc21 | -3% | nt | -9% | nt | 32 | -6% | nt | 1% | -3% | -6%
Cc1ccc(C(=O)N/C(=C\c2ccc([N+](=O)[O-])cc2)C(=O)NCCc2ccccc2)cc1 | 1% | -6% | 0% | 17% | -13 | 0% | 8% | 4% | -11% | 19%
COc1ccc(/C=C2\SC(=S)NC2=O)cc1OS(=O)(=O)c1ccc(NC(C)=O)cc1 | 5% | ? | -3% | 9% | ? | -3% | 3% | -1% | -2% | 15%
CC(=O)Nc1ccc2c(c1)N(S(=O)(=O)c1cccs1)CCC2 | 6% | nt | 0% | nt | -39 | -5% | nt | 6% | -1% | 4%
O=C(NCCN1C(=O)C2C3C=CC(C3)C2C1=O)Nc1ccc(Br)cc1 (configuration not stated) | -1% | 3% | 4% | 20% | 30 | 5% | -4% | 28% | -2% | 0%
CCN(CC)S(=O)(=O)c1ccc(Cl)c(NC(=O)CSc2nnc(-c3cccs3)o2)c1 | 2% | 2% | 1% | -4% | 13 | -3% | nt | -10% | -2% | ?
COC(=O)/C(=C\c1cc(OC)c(OC)c(OC)c1)c1nc2ccccc2[nH]1 | -2% | 9% | 34% | -3% | 11 | 2% | 3% | 23% | -5% | 16%
O=[N+]([O-])c1cc(C(F)(F)F)cc([N+](=O)[O-])c1NCCN1CCNCC1 | -22% | ? | -5% | 6% | -7 | 3% | ? | -3% | 1% | -30%[inhibitor]
CC(=O)Nc1ccccc1C(=O)N1CCN(Cc2ccc3c(c2)OCO3)CC1 | 0% | -11% | 2% | 0% | -1 | -2% | -3% | 0% | -4% | ?
CCOc1ccc(NC(=O)c2ccc(N3CC4CC(C3)c3cccc(=O)n3C4)c(NC(=O)c3ccncc3)c2)cc1 (configuration not stated) | 1% | -3% | 0% | 4% | -7 | 4% | -5% | 4% | -1% | 25%
Cc1cc2nc3c(nc2cc1C)CCCC3 | -1% | -17% | -1% | 20% | 4 | 1% | 22% | 9% | -6% | 9%
COc1ccc(C2/C(=C(/O)c3ccccc3)C(=O)C(=O)N2CCO)cc1 (configuration not stated) | -3% | 9% | 0% | 20% | -1 | 0% | 11% | 1% | 0% | 20%
O=C(NCc1ccccn1)[C@H]1C[C@@H]1[C@H](NP(=O)(c1ccccc1)c1ccccc1)c1ccccc1 | -4% | 0%&0% | -5% | -1% | 6 | -5% | -5% | -3% | -1% | 21%
Clc1ccc(-n2nnnc2Sc2ncnc3sccc23)cc1 | nt | nt | -2% | nt | nt | -3% | nt | nt | -2% | -59%[inhibitor]
Cc1ccc(NC(=O)CC(O)(C(F)(F)F)C(F)(F)F)cc1 | -6% | ? | -4% | 1% | -14 | 1% | 6% | nt | -5% | -19%
N#C/C(C(N)=O)=C1/CCCN1Cc1ccccc1 | nt | nt | 7% | nt | nt | -2% | nt | nt | -2% | 2%
O=C(O)c1ccccc1C(=O)NNc1ccc(Cl)cc1 | 4% | nt | 1% | -3% | 5 | 2% | -2% | 5% | -4% | -4%
Cc1ccccc1C(=O)Nc1cccc(C#N)c1 | -2% | 12% | 5% | -7% | 10 | 0%[46.1 µM] | ? | 5% | -9% | 15%
Cc1ccc(S(=O)(=O)NCCC(=O)NC2CCCCC2)cc1 | nt | nt | -1% | nt | 11 | -3% | nt | -3% | -4% | 11%
